# Gli-Sufu antag – Gli-Sufu pathway antagonists, primary screen, luciferase luminescence, Sufu-KO-LIGHT cells, uHTS | Sufu-KO-LIGHT fibroblasts, Gli luciferase reporter luminescence | inhibition, % at 5 µM | 340,000 tested, 0.74% active;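 active = inhibition above about 55%, limit read from the data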;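 note: 0% = DMSO-treated cells and 100% = wells with medium but no cells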
# Jurkat NFkB inh – inhibitors of induced NF-kB luciferase reporter, primary screen, TCR NF-kB activation inhibitor project, cell-based, luminescence, uHTS; Jurkat, PMA/ionomycin-induced NF-kB luciferase reporter; AID 435003, 2010; 330,000 tested, 0.53% active; inhibition, % at 4 µM; in the data active = inhibition above about 50%
# APJ antagonist – antagonists of human apelin receptor APJ, primary screen, CHO-K1 cells, beta-arrestin complementation, luminescence; inhibition, % at 20 µM; 330,000 tested, 0.32% active; AID 2521, 2010;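 active = inhibition above about 40% at 20 µM, limit read from the data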;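 note: cells challenged with 10 nM apelin-13 agonist together with compound; plate controls were apelin-13 plus DMSO wells for no effect and DMSO wells lacking apelin-13 for full effect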
# Target sequence (P35414 whole entry, looked up): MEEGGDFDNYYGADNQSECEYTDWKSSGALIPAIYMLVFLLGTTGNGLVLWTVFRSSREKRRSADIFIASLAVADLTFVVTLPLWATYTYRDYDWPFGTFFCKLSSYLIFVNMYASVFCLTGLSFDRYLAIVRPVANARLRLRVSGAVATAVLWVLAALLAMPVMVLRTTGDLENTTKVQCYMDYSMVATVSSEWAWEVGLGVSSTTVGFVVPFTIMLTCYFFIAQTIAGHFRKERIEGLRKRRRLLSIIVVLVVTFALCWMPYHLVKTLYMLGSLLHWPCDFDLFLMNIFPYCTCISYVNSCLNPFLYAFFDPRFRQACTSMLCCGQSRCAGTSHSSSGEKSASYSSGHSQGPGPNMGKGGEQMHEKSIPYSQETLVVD
# UBC13 inh – UBC13 polyubiquitin chain formation inhibitors, primary screen, biochemical, TR-FRET, uHTS. Ubiquitin-conjugating enzyme E2 N (Homo sapiens), P61088. inhibition, % at 20 µM. 330,000 tested, 0.47% active; in the data active = inhibition above about 45%, passing the limit was not always enough; inconclusive = no clear call, values can overlap the other calls
# Target sequence (P61088 whole entry, looked up): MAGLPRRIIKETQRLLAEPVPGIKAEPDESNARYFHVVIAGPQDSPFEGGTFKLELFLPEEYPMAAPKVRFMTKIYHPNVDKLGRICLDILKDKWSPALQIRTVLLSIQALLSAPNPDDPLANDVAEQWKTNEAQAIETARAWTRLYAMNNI
# EBI2 antag – EBI2 receptor antagonists, beta-arrestin recruitment, primary screen, cell-based, luminescence, 7a,25-OHC stimulation, uHTS; G-protein coupled receptor 183 (Homo sapiens), P32249; 7a,25-OHC stimulated; inhibition, % at 5 µM; 360,000 tested, 0.81% active; AID 651636, 2012; in the data active = inhibition above about 38%;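 note: enzyme fragment complementation signal reports receptor beta-arrestin coupling in cells; 0% = agonist plus DMSO wells and 100% = wells without agonist; some results beyond the cut were filed as inactive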
# Target sequence (P32249 whole entry, looked up, the tested form may be a part): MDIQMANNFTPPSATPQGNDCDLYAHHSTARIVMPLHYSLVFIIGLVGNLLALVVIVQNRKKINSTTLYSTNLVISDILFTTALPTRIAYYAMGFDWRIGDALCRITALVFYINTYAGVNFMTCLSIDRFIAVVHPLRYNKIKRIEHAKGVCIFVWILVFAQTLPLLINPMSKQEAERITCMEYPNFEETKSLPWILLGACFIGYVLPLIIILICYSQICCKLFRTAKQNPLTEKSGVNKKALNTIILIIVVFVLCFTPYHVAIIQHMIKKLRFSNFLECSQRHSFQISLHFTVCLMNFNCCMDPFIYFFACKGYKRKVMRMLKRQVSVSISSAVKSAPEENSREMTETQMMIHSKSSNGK
# CXCR6 block – CXCR6 receptor inhibitors, primary screen, cell-based, beta-arrestin, luminescence, CHO-K1 PathHunter, 1536-well; C-X-C chemokine receptor type 6 (Homo sapiens), O00574; inhibition, % at 20 µM; 360,000 tested, 0.36% active; in the data active = inhibition above about 34%, passing the limit was not always enough;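 note: antagonist mode with CXCL16 agonist at 10 nM final; 0% = 10 nM CXCL16 with DMSO and 100% = unstimulated wells without agonist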
# 697 NFkB inh – inhibitors of PMA/ionomycin-induced NF-kB reporter, 697 cells, primary screen, B-cell NF-kB inhibitor project, cell-based, luminescence, uHTS. inhibition, % at 4 µM. AID 435022, 2010. 330,000 tested, 0.33% active. 697 B-cell NF-kB luciferase reporter, 16 h; in the data active = inhibition above about 35%
# CCR6 antagonist – CCR6 receptor antagonists, primary screen, cell-based, CHO-K1, luminescence, beta-arrestin, uHTS | C-C chemokine receptor type 6 (Homo sapiens), P51684 | CHO-K1 CCR6 PathHunter beta-arrestin, CCL20-stimulated | inhibition, % at 20 µM | 340,000 tested, 0.49% active | AID 493098, 2011;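 active = compounds whose inhibition of the agonist-driven luminescence signal at 20 µM reaches about 50%, limit read from the data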;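 note: cells stimulated with CCL20 at 14 nM final; plate controls were DMSO with CCL20 for no effect and DMSO without agonist for full effect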
# * hit, by the source's call; ? = inconclusive; · = not tested or not shown.
SMILES,Gli-Sufu antag,Jurkat NFkB inh,APJ antagonist,UBC13 inh,EBI2 antag,CXCR6 block,697 NFkB inh,CCR6 antagonist
CCOC(=O)N1CCC(=NNC(=O)c2ccccc2F)CC1,6,·,·,·,6,5,·,-4
Cc1ccc(S(=O)(=O)N2CCC(C(N)=O)CC2)cc1C(=O)NC1CCCCC1,3,-12,-28,-1,-14,0,7,7
COc1ccc(C2C=C(c3ccc(F)cc3)NC(=S)N2)cc1OC (stereo unspecified),-2,18,-2,6,7,6,-6,-8
CCC1(C(=O)c2ccc(Cl)cc2)C2c3ccccc3OC(=O)C21C(=O)Nc1ccccc1 (stereo unspecified),22,-3,16,-9,-5,8,-4,11
COc1ccc(S(=O)(=O)N2CCC(C(=O)NCC3CCCCC3)CC2)cc1,3,20,11,6,-8,-2,21,8
COCCNC(=O)/C(C#N)=C/c1cccc(OCc2ccccc2)c1,-10,3,-24,-2,31,6,-13,15
CCc1nnc(NC(=O)CCC(=O)N2CCN(c3ccccn3)CC2)s1,-1,9,-18,-2,-1,2,-6,-2
COc1ccc(Nc2nc(-c3cccc([N+](=O)[O-])c3)nc3ccccc23)c(OC)c1,10,8,8,2,-24,8,-7,4
Cc1cc(C)c(NC(=O)COC(=O)c2c(C)noc2C)c(Cl)c1,-3,-1,4,-6,2,2,11,11
COc1ccccc1CCC(=O)Nc1ccc(OC)c(S(=O)(=O)N2CCOCC2)c1,-2,-8,-12,3,-2,3,12,2
Cc1cc(NC(=O)CSc2ncccc2C(=O)O)no1,3,1,-12,-10,-7,-3,13,3
CCn1c(SCc2ccc(OC)c(F)c2)nc2ccccc2c1=O,-1,-7,-14,-10,-23,-12,7,7
COc1ccc(-c2c(C#N)sc(C(N)=O)c2-c2ccc(OC)cc2)cc1,22,2,-7,8,14,14,7,13
COc1cc(CCC(=O)N2CCN(c3ccc([N+](=O)[O-])cc3)CC2)cc(OC)c1OC,6,-17,-3,-6,-1,-2,-2,3
CCOC(=O)c1ccc[n+](CC(=O)Nc2ccccc2OC(F)F)c1,2,2,13,-13,-9,-6,-7,10
O=C(c1cc(C(=O)N2CCOCC2)c2nc3ccccc3n2c1)c1ccccc1O,0,3,22,15,·,·,-5,1
COc1ccc(/C=N/NC(=O)c2ccn[nH]2)cc1CSc1ccccn1,-46,-32,-11,-5,-29,3,-50,8
Cc1cccc(-n2c(-c3ccncc3)n[nH]c2=S)c1,-3,1,-8,8,7,0,18,-8
CC(NC(=O)CCn1c(=S)[nH]c2ccsc2c1=O)c1ccccc1 (stereo unspecified),5,-6,-23,?,-10,5,-6,8
Oc1ccc(C[C@H]2CNCCN2CC2(c3ccccc3)CC2)cc1,5,-8,15,9,-9,-5,13,5
O=C(Cc1ccccc1)NC1CCN(S(=O)(=O)c2cccc(F)c2)CC1,-1,-25,-13,-8,14,0,-28,4
NS(=O)(=O)c1ccc(CCNC(=O)CNC(=O)Cc2cccc3ccccc23)cc1,7,-7,16,-2,-16,-11,-14,-10
COc1cc(CNC(=O)c2cccc(COc3ccc(Cl)cc3)c2)cc(OC)c1,-102,-21,-2,7,24,-2,-97,16
CC1=NN(c2ccc(S(=O)(=O)O)cc2C)C(=O)C1,5,-1,8,-6,-5,3,1,21
Cc1c(NC(=O)Cc2cccs2)cccc1[N+](=O)[O-],-4,-17,7,0,9,2,6,-5
# Additional results.
SMILES,Gli-Sufu antag,Jurkat NFkB inh,APJ antagonist,UBC13 inh,EBI2 antag,CXCR6 block,697 NFkB inh,CCR6 antagonist
O=C(NCc1cccc(Cl)c1)c1ccc(N2CC3CC(C2)c2cccc(=O)n2C3)c(NC(=O)c2cccnc2)c1 (stereo unspecified),-4,20,7,-14,-7,4,-3,-1
CCC1Oc2ccc(Cl)cc2N(CC(=O)O)C1=O (stereo unspecified),3,-2,2,9,1,0,8,7
COc1ccc(C2CC(=O)NC(=O)C2)cc1,8,2,-6,-10,5,6,-3,2
Cc1ccc(S(=O)(=O)N(CCC(=O)O)c2ccccc2)cc1,3,1,-10,7,-11,-9,5,2
CCc1ccc(NC(=O)Cc2cn(C)c3ccccc23)cc1,-13,-4,-9,-4,11,9,4,11
COc1ccc(N2C(=O)/C(=C/N(C)C)NC2=S)cc1,-5,-6,-25,-9,2,-10,9,-21
O=C(NCC1CCCCC1)C1CCCN(C(=O)NC2CCCCC2)C1 (stereo unspecified),-3,-9,-6,-9,-8,-5,0,5
CCOC(=O)c1c(NC(=O)CCC(=O)N2CCOCC2)sc2c1CC(C)(C)OC2,-6,1,15,-14,0,-4,12,7
CCOC(=O)C1(CCCc2ccccc2)CCN(C(=O)c2cncs2)CC1,-11,1,12,-7,12,-1,-17,-13
C[C@@H](NC(=O)c1nc[nH]c1C(=O)NCC(=O)OC(C)(C)C)c1ccccc1,2,23,27,2,-2,-9,-4,11
Cc1ccc(NC(=O)CC2SC(=NC3CCCCC3)NC2=O)cc1 (stereo unspecified),1,3,-14,10,-17,0,6,-1
CC(=O)n1cc(C2C(=O)CC(C)(C)CC2=O)c2ccccc21,0,4,-5,-1,-8,7,22,-7
CCOC(=O)c1ccc(CNC(=O)CSc2nnc(-c3ccncc3)o2)cc1,-7,-2,-2,-11,-3,-4,-1,-8
CCCn1cnc2sc(C(N)=O)c(C)c2c1=O,-3,5,18,16,-3,3,15,10
CC(=O)Nc1nc(C)c(-c2csc(Nc3cccc([N+](=O)[O-])c3)n2)s1,-6,18,20,-18,23,5,45*,21
Cc1ccc(S(=O)(=O)N(C)C)cc1NC(=O)COC(=O)COc1ccccc1[N+](=O)[O-],-22,-4,5,-6,-5,5,3,0
COc1ccccc1C(=O)COC(=O)Cc1c[nH]c2ccccc12,1,-2,-8,1,0,-1,16,11
OC1COCOC1C(O)C1OCOCC1O (stereo unspecified),4,·,·,·,-1,3,·,-2
CCc1cccc(CC)c1NC(=O)COc1ccccc1C(=O)c1cc(C#N)c(=O)n(C2CCCCC2)c1,14,2,7,5,19,8,16,13
Cc1ccc2[nH]c(=O)c(N3CCOCC3)c(-c3ccccc3)c2c1,1,2,12,?,-2,8,20,-17
O=P(Cc1cccc[n+]1[O-])(c1ccccc1)c1ccccc1,2,4,-5,-2,-7,13,1,7
CCOc1ccc(CNC(=O)CCC(=O)n2nc(C)c3ccccc32)cc1,-1,12,7,-13,0,4,-14,-2
COC(=O)Cn1c2ccccc2c2nc3ccccc3nc21,·,-7,11,23,4,4,-23,15
Cn1c(=O)c(=O)n(C)c2cc(S(=O)(=O)Nc3ccc(OC(F)(F)F)cc3)ccc21,-7,12,4,4,-3,-6,5,13
CC(=O)N1CCc2ccc(S(=O)(=O)N3CCc4ccccc43)cc21,44,33,25,3,-4,-6,-24,-2

# Five records drawn at random from those above, as already listed:
SMILES,Gli-Sufu antag,Jurkat NFkB inh,APJ antagonist,UBC13 inh,EBI2 antag,CXCR6 block,697 NFkB inh,CCR6 antagonist
Cc1ccc2[nH]c(=O)c(N3CCOCC3)c(-c3ccccc3)c2c1,1,2,12,?,-2,8,20,-17
CCOC(=O)c1ccc(CNC(=O)CSc2nnc(-c3ccncc3)o2)cc1,-7,-2,-2,-11,-3,-4,-1,-8
COc1ccc(N2C(=O)/C(=C/N(C)C)NC2=S)cc1,-5,-6,-25,-9,2,-10,9,-21
CCC1Oc2ccc(Cl)cc2N(CC(=O)O)C1=O (stereo unspecified),3,-2,2,9,1,0,8,7
O=P(Cc1cccc[n+]1[O-])(c1ccccc1)c1ccccc1,2,4,-5,-2,-7,13,1,7

# (listing goes on)
SMILES,Gli-Sufu antag,Jurkat NFkB inh,APJ antagonist,UBC13 inh,EBI2 antag,CXCR6 block,697 NFkB inh,CCR6 antagonist
O=C(O)c1cc(S(=O)(=O)N(Cc2ccccc2)c2ccccc2Cl)ccc1Cl,0,-7,13,-1,-10,-2,6,9
COC(=O)c1cn(C(=O)c2cc(C)cc(C)c2)c2ccccc12,-1,-17,-20,-3,2,-10,-6,12
Cc1ccccc1N=C1C(=O)Nc2ccccc21,3,·,·,·,5,16,·,12
CCC1(C)Cc2ccccc2-c2nc(NN)[nH]c(=O)c21 (stereo unspecified),-2,-3,22,-8,0,9,-2,31
Cn1c(CSCc2ccc(Cl)c(Cl)c2)nnc1SCC(=O)Nc1nccs1,45,-1,0,6,6,5,2,4
Cc1ccccc1NC(=O)/C(C#N)=C/c1ccc[nH]1,-8,-26,12,-3,-6,-2,-13,3
Cc1ccc(C2=NC3(CCCCC3)NC2=S)cc1,-41,-9,-4,3,-6,-2,-44,11
Cc1cccc(C)c1NC(=O)CNC(=O)c1ccc(N2CCCC2=O)cc1,-5,7,-1,3,8,4,12,0
CC(=O)Nc1ccc(S(=O)(=O)N2CCC(C(=O)NC3CC3)CC2)cc1,-11,15,1,5,-18,3,12,0
CN(C(=O)c1ccc(NC(=O)C2CCCN(C(=O)OC(C)(C)C)C2)cc1)C1CCCC1 (stereo unspecified),18,16,4,6,-11,1,-5,-7
Cc1ccc(C)n1-c1sc2c(c1C(=O)O)CCCC2,-10,4,6,-21,4,2,-14,-8
Cc1ccc(S(=O)(=O)NCCC(=O)Nc2ccc(C)c(Cl)c2)cc1C,1,2,-3,-4,6,1,0,10
COc1ccc(OC)c2c1sc(=NC(=O)C1CC1)n2C,-8,4,-21,5,7,-6,15,17
O=C(CCCn1c(=S)[nH]c2cc3c(cc2c1=O)OCO3)NCCc1ccccc1Cl,5,16,0,24,-4,5,3,7
COc1ccc(N2C(=O)C(CC(=O)Nc3ccccc3)N(CCc3ccc(OC)c(OC)c3)C2=O)cc1 (stereo unspecified),1,-8,-3,4,-4,10,-6,15
Nc1nc(SCc2ccc(Cl)cc2Cl)n[nH]1,-21,-7,6,10,-10,5,7,-15
CCN(Cc1ccccc1)S(=O)(=O)c1ccc2c(c1)NC(=O)CC(=O)N2,-10,-3,1,-10,1,-4,15,-2
O=C(NCCS(=O)(=O)N1CCN(c2ccccc2)CC1)C1CC1,-7,7,-1,-3,8,-5,-7,3
CC1(C)CC(=O)N(CC(=O)O)c2ccccc2S1(=O)=O,-2,-1,-28,-7,-7,-8,-11,-4
O=C(COC(=O)Cn1cnc2ccccc2c1=O)Nc1ccc(Cl)c(C(F)(F)F)c1,5,2,-9,11,7,-3,1,4
C#CCOCCOCCOCCNc1nc(N2CCN(C(=O)[C@H](CCCCN)n3cc([C@@H](N)CO)nn3)CC2)nc(N2CCN(C(=O)[C@H](Cc3ccc(O)cc3)n3cc([C@@H](N)CC(C)C)nn3)CC2)n1,-5,6,23,39,7,0,6,4
O=c1c2ccccc2oc2ccc(Oc3ccccc3)cc12,-125,-160,8,13,17,-5,-224,13
Cc1nnc(SCC(=O)Nc2nccs2)[nH]c1=O,0,-3,2,-8,-7,0,-8,-1
O=C(O)Cc1ccc(NC(=S)Nc2cccc(Cl)c2Cl)cc1,-44,-1,-4,-6,-1,-4,24,19
CCCc1nnc(NC(=O)COC(=O)c2cc(C)nc3ccccc23)s1,0,-7,-7,2,1,-9,-3,4
# The listing continues.
SMILES,Gli-Sufu antag,Jurkat NFkB inh,APJ antagonist,UBC13 inh,EBI2 antag,CXCR6 block,697 NFkB inh,CCR6 antagonist
O=C(O)CCC(=O)NNc1nc2ccccc2nc1-c1ccccc1,11,3,-17,-3,4,6,-5,5
CCC(C)Sc1nc2c(cnn2-c2ccc(F)cc2)c(=O)[nH]1 (stereo unspecified),2,-5,1,-2,7,2,-26,2
O=C(Nc1ccc(NC(=O)C2CC2)nc1)c1ccccc1F,-3,-37,20,0,-12,-12,-2,5
Cc1c(C=O)c2ccccc2n1CC(=O)NC(C)c1ccccc1 (stereo unspecified),-11,-8,2,23,-3,-3,-2,24
O=C(CCS(=O)(=O)c1cccc2nsnc12)NCc1ccccc1,6,3,-7,-12,11,2,-24,10
CC(NC(=O)/C=C/c1cnc2ccccc2n1)C12CC3CC(CC(C3)C1)C2 (stereo unspecified),17,4,-24,-12,12,6,11,12
